Keap1-Nrf2 PPI: inhibitors of human Keap1-Nrf2 protein-protein interaction | Q14145 | 340,000 tested, 0.15% active | Keap1 Kelch-Nrf2 peptide fluorescence polarization, 1536-well | inhibition, % at 9.4 µM; in the data active = inhibition above about 12%; inconclusive = no clear call, values can overlap the other calls; inactive = below about 7.3%;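 also: human Keap1 Kelch domain with fluorescein labeled Nrf2 9mer peptide probe; 0% = neutral control wells and 100% = peptide positive control; higher means more block of Keap1 binding to Nrf2 peptide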
Cardiac RTF inh: cardiac RTF calcium desensitization. P19429+P45379. IANBD-labeled cardiac RTF, Ca2+ fluorescence. inhibition, % at 7.15 µM. 340,000 tested, 0.12% active. AID 493244;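 active = inhibition above the mean inhibition of all tested compounds plus 3 SD, cut at about 17% in these data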;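 also: assay run at fixed EC70 calcium of 1.6 mM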
PKA-R2B act: activators of human PKA-R2B complex. AID 504700. P22694+P31323. activation, % at 11.4 µM. PKA-R2B holoenzyme dissociation, Cy5-IP20 fluorescence polarization; R2B truncated from residue 108, S112A mutant; 0% DMSO only, 100% 113 µM cGMP. 340,000 tested, 0.079% active;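 active = activation above a cutoff set at the mean over all compounds plus 3 SD, cut at about 18% in these data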;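 also: higher means more holoenzyme dissociation and a rise in polarization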
Target sequence (P31323 whole entry, looked up, other chains not shown, the tested form may be a part): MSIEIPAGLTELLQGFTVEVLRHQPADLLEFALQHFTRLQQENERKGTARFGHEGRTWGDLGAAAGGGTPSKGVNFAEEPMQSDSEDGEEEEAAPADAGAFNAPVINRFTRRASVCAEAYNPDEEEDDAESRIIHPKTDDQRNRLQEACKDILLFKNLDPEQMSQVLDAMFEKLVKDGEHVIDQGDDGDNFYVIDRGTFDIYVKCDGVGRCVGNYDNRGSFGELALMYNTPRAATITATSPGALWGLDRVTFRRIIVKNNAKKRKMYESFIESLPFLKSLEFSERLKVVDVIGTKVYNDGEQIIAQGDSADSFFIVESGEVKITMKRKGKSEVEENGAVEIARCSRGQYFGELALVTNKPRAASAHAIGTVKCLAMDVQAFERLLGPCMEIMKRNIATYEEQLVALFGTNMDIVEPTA
Arr AP2 block: blocks beta-arrestin peptide binding to AP2 adaptin; AID 504490; FITC-arrestin peptide / GST-AP2 beads, flow cytometry; AP2 beta2 appendage carries R879A mutation; inhibition, % at 10 µM; 340,000 tested, 0.31% active;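 active = inhibition above a set limit, near 3 SD of compounds lacking own fluorescence, cut at about 54% in these data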;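 also: plate controls were DMSO wells for no effect and 5 µM unlabelled arrestin peptide for full effect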
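Test system: GST-tagged AP2 beta2-adaptin appendage (R879A) on 4 µm glutathione beads; also added: fluorescein-tagged arrestin peptide at 50 nM final; timing: 12 min plus 1 h, RT; signal: flow cytometry, FL1 (488/535 nm); read-out: percent drop in bead-associated FITC signal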
C-LANA FP: inhibitors of KSHV LANA C-terminal domain DNA binding; MBP-C-LANA/FAM-LBS DNA binding, fluorescence polarization; 340,000 tested, 0.078% active; inhibition, % at 9 µM;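 active = highest replicate inhibition at or above 60% at 9 µM, even if other replicates fall short; inactive = all replicates below 60% inhibition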;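 also: 0% = neutral control wells and 100% = 4 µM acridine orange control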
NSD2 HMT inh: blocks human histone methyltransferase NSD2; O96028; NSD2 peptide methylation, AlphaScreen, 120 min; inhibition, % at 12.5 µM; 310,000 tested, 0.54% active; in the data active = inhibition above about 50%
DAGLB inhibitor: blocks human DAGLB lipase activity. Q8NCG7. HEK293T DAGLB membrane lysate, EnzChek fluorogenic substrate. inhibition, % at 5.17 µM. 340,000 tested, 0.059% active. AID 504411; in the data active = inhibition above about 34%;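 also: 0% = enzyme with vehicle and 100% = wells lacking enzyme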
SR-BI HDL uptake: blocks mouse SR-BI lipid uptake from DiI-HDL; Q61009; ldlA[mSR-BI] CHO cells, DiI-HDL uptake fluorescence, 3 h; inhibition, % at 12.5 µM; 320,000 tested, 0.96% active; AID 488896;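 active = mean replicate inhibition of at least 70% and a set share of replicates each scoring 70 or more; inconclusive = meets just one of the two criteria; inactive = fails both criteria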;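 also: 0% = median of neutral control wells and 100% = median of positive control wells; values of inactives mirror those of a sister screen read the other way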
Target sequence (Q61009 whole entry, looked up): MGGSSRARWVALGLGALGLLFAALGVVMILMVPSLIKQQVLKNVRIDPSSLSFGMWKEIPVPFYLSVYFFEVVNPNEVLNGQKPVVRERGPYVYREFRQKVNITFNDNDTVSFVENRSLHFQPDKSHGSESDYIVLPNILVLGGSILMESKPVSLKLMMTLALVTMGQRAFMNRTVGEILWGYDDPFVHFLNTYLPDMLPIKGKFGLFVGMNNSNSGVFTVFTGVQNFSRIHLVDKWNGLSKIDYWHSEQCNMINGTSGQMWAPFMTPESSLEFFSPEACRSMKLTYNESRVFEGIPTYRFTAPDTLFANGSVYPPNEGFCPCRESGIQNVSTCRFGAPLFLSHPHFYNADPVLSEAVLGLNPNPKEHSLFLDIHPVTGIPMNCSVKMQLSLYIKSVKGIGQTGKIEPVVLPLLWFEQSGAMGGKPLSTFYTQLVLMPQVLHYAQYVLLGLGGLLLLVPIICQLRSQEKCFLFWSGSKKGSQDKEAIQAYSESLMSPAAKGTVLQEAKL
PvdQ inh: P. aeruginosa PvdQ acylase inhibition. inhibition, % at 10 µM. 340,000 tested, 0.063% active. purified PvdQ acylase, fluorescence plate reader; in the data active = inhibition above about 30%, passing the limit was not always enough; inconclusive = no clear call, values can overlap the other calls;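 also: 0% = vehicle neutral wells and 100% = reference inhibitor wells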
SR-BI uptake up: enhances SR-BI lipid uptake from DiI-HDL. CHO ldlA[mSR-BI] cells, DiI-HDL uptake fluorescence, 3 h; 100 = double the neutral-control signal. activation, % at 12.5 µM. 320,000 tested, 0.096% active. AID 504775;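 active = mean replicate activation of at least 60% and every replicate at or above 60%; inconclusive = mean or all-replicate condition met, but not both; inactive = mean below 60% and not all replicates reaching 60%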;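 also: 0% = median plate neutral-control signal and 100% = twice that signal; values of inactives mirror those of a sister screen read the other way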
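Material – SR-BI-overexpressing, LDLR-lacking CHO cells · Medium – BSA-supplemented, HEPES-buffered Ham's F12, pH 7.4 · Doses – single concentration · Times – compound with DiI-HDL co-incubation, 3 h at 37 °C · Measured by – bottom-read fluorescence, 550/595 nm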
An asterisk follows results filed as active; ? = inconclusive; / = no result given; & = joins results of further samples.

Molecule	Arr AP2 block	C-LANA FP	PKA-R2B act	SR-BI HDL uptake	SR-BI uptake up	PvdQ inh	NSD2 HMT inh	Keap1-Nrf2 PPI	DAGLB inhibitor	Cardiac RTF inh
Cc1cc(OCC(=O)NC2CCCCC2)ccc1Cl	3	-1.4	-2	-17	17	-8	-2	-3	-5	1
COc1ccc(OC)c(CCNC(=O)CC2Oc3ccc(C)cc3NC2=O)c1 (centres undefined)	8	-0.2	1	8	-8	-7	/	-2	0	-9
CCOC(=O)N1CCN(C(=S)NC2CCCC2)CC1	1	-0.6	-1	-1	1	8	-3	3	0	5
COc1cccc(C(C(=O)NC2CCCC2)N(C(=O)c2csnn2)C2CC2)c1 (centres undefined)	18	-0.9	-1	-4	4	2	99*	0	-3	-4
CC(C(=O)Nc1ccccc1)N1C(=O)c2ccccc2C1=O (centres undefined)	-8	-0.5	0	-4	4	11	-5	-1	1	2
NC1=NC(=O)/C(=C/c2cccs2)S1	-2	1.7	-5	-32	32	-7	-1	5	-1	-32
Cc1[nH][nH]c(=O)c1C(c1ccc(O)c(Br)c1)c1c(C)[nH][nH]c1=O	-3	0.0	-6	-2	2	-10	4	1	-3	3
COc1cccc(C(=O)n2c(SC)nc3cc4c(cc32)OCCO4)c1	-3	-0.1	-9	-28	28	-13	0	1	-2	-7
CCOc1ccc(-c2nnc(-c3ccccc3)n2-c2ccccc2)cc1	7	-0.3	1	5	-5	-6	1	-1	-3	-4
COc1ccc(NC(=O)Nc2c(C)n(C)n(-c3ccccc3)c2=O)cc1	4	1.2	-4	/	/	-6	/	-4	-1	-7
Cc1ccccc1CNC(=O)Nc1ccc(Cl)cc1	11	0.0	-7	14	-14	-2	0	3	-7	-4
COc1ccccc1NC(=O)COC(=O)COc1cccc2c1OC(C)(C)C2	-3	0.0	-7	3	-3	-16	-1	1	-3	-13
CCC1(c2ccccc2)NC(=O)N(CC(=O)N2CCc3ccccc32)C1=O (centres undefined)	-17	-1.2	-2	-10	10	-9	-2	-5	-1	-6
CCOc1cccc(C(=O)Nc2ccc3ccccc3c2)c1	-11	-2.5	2	42	-42	-13	32	-5	-7	0
CCCCn1c(N)c(N(CC)C(=O)c2cc(S(=O)(=O)N3CCCCCC3)ccc2OC)c(=O)[nH]c1=O	3	-0.8	-4	3	-3	-7	-4	-2	1	-2
O=C(NCCOc1ccccc1)c1ccccc1Cl	-4	-0.4	-9	-4	4	21	3	-2	-1	1
CN(CC(=O)Nc1cccc(F)c1)CC(=O)NC(c1ccccc1)c1ccccc1	3	0.1	-15	-6	6	10	0	-2	-2	-11
CCOC(=O)Cc1csc(SCC(=O)Nc2oc(C)c3c(C)n[nH]c(=O)c23)n1	2	1.2	3	-4	4	-1	-5	-4	-3	4
N#CCSc1nc2ccccc2c(=O)n1CCC(=O)NCCc1ccccc1	34	-0.6	12	-28	28	3	20	-1	-5	-1
CC(OC(=O)CCCN=C1NS(=O)(=O)c2ccccc21)C(=O)Nc1ccc(F)c(F)c1F (centres undefined)	-9	0.1	0	-4	4	-16	-2	-2	-1	-8
CCOC(=O)N1CCN(S(=O)(=O)c2ccc(C(=O)Nc3sc4c(c3C(N)=O)CC(C)(C)NC4(C)C)cc2)CC1	1	-2.8	4	-12	12	-1	6	-2	4	-6
Cc1[nH]nc2c1/C(=N\O)CC(C)(C)C2	-5	-0.4	-7	1	-1	-6	-2	-1	-2	-3
O=C(Nc1ccccc1)N1CCN2C(=O)c3ccccc3C12c1ccccc1 (centres undefined)	-7	1.4	-4	4	-4	-22	-2	-5	-6	2
O=C(Nc1ccccc1Cl)c1ccccc1Cc1ccccc1	-2	0.9	-10	36	-36	-10	-1	1	-9	-19
Cc1c(Cl)ccc2c(C(=O)Nc3cc(C(C)(C)C)on3)cc(-c3ccccn3)nc12	-8	-0.8	9	49	-49	-13	9	-5	-2	-10
CCc1ccc(N=c2c([N+](=O)[O-])nn(-c3ccc4c(c3)OCCO4)n2O)cc1	3	0.5	2	-11	11	-9	7	1	8	-5
O=C(Nn1c(O)c(C=C2N=c3ccccc3=N2)sc1=S)c1ccccc1Cl	15	-1.7	-14	6	-6	17	19	2	6	1
O=C1N2c3ccccc3CCc3cccc(c32)C1(O)C(F)(F)F (centres undefined)	4	0.6	-5	11	-11	-3	1	4	3	16
COc1cccc(CSc2nnc(-c3ccncc3)n2N)c1	34	-2.8	4	-16	16	-1	-3	0	3	-2
COc1ccc(C(=O)NCCNC(C)=O)cc1S(=O)(=O)NCc1ccc(Cl)cc1	4	0.1	-1	-21	21	-14	14	-1	1	-4
CCN(CC)CCSc1nnc2c3cc(F)ccc3n(Cc3ccccc3)c2n1	-1	-1.1	-13	-3	3	-5	40	1	-3	-1
COCCN(C(=S)Nc1c(C)cc(C)cc1C)C(C)c1cccnc1 (centres undefined)	-3	0.1	-3	28	-28	-10	/	-5	1	6
CCOP(=O)(OCC)/C(C#N)=C/c1ccc([N+](=O)[O-])cc1	-29	1.7	-6	7	-7	-7	2	4	-2	-8
CCn1nnnc1SCC(=O)N1c2ccccc2CCc2ccccc21	3	0.3	-1	12	-12	-6	-2	-1	-3	-9
Cc1cc2c3c(ccc(C)c3n1)N=CN2c1ccccc1	7	-0.1	6	-14	14	-17	-5	-5	2	-7
COc1cccc(C2C(C#N)=C(N)Oc3cc(C)n(Cc4ccco4)c(=O)c32)c1 (centres undefined)	5	-0.1	-3	-9	9	-14	4	-7	-1	-3
COc1ccc(NC(=O)CN2CCc3ccccc3C2)cc1	1	0.6	3	-12	12	-32	7	0	-6	-4
Cc1cccc(NC(=O)C2C(c3ccccc3)C2(Cl)Cl)c1 (centres undefined)	37	-0.9	-7	18	-18	-3	-1	0	-6	-6
COc1cccc(C2=NOC(C(=O)Nc3c(C)n(C)n(-c4ccccc4)c3=O)C2)c1 (centres undefined)	-6	-0.2	7	11	-11	-5	1	2	1	-8
CCC1(C)Cc2ccccc2-c2nc(SC)[nH]c(=O)c21 (centres undefined)	30	-1.7	0	10	-10	-4	-2	0	2	-7
COc1ccccc1/C=C(/C(=O)OCC(N)=O)c1ccccc1	2	-1.3	7	5	-5	0	-2	2	0	-3
COc1ccccc1N1CCN(C2CCCN(Cc3c(F)cccc3F)C2)CC1 (centres undefined)	3	4.0	5	10	-10	-18	4	1	-3	-12
CN(c1ccccc1)S(=O)(=O)c1ccc(C(=O)NCCc2ccccc2)cc1	-8	3.3	-6	29	-29	-16	-11	0	-5	2
COc1ccc2oc(=O)c(C(=O)N3CCCC3)cc2c1	36	-0.6	11	9	-9	3	6	-4	0	5
Cc1ccccc1OCC(O)Cn1c(=N)n(CCN2CCOCC2)c2ccccc21 (centres undefined)	11&0	-0.1	-1&-2	3&-2	-3&2	-2&-7	1	-2&-3	-1&2	-5&-4
NC(=O)c1cccc(CC(=O)c2ccccc2)c1	18	1.2	1	-11	11	2	-9	2	-3	-2
O=C(NNc1ccnc2cc(Cl)ccc12)C1CCCCC1	-26	1.5	-17	-1	1	-18	0	0	2	1
O=C(CSc1nc2ccccc2[nH]1)Nc1cccc(S(=O)(=O)N2CCOCC2)c1	9	0.0	1	/	/	11	0	-2	-1	-4
COc1ccc(N2CCN(S(=O)(=O)CCNC(=O)Cc3ccc([N+](=O)[O-])cc3)CC2)cc1	-3	-1.4	3	4	-4	-10	-2	-3	3	-10
O=C(CC(c1ccccc1)c1ccco1)N1CCCCC1 (centres undefined)	15	0.3	0	-14	14	7	/	-1	0	-2

The results go on:
Molecule	Arr AP2 block	C-LANA FP	PKA-R2B act	SR-BI HDL uptake	SR-BI uptake up	PvdQ inh	NSD2 HMT inh	Keap1-Nrf2 PPI	DAGLB inhibitor	Cardiac RTF inh
COc1cc(S(=O)(=O)N2CCN(C)CC2)ccc1Cl	0	-0.1	5	-19	19	-12	3	-1	1	2
COc1cc(CCC(=O)OCC(=O)Nc2ccc(C)cc2Br)cc(OC)c1OC	25	-1.4	-3	/	/	-7	-5	3	0	-7
O=C(CSc1cccc[n+]1[O-])c1ccc(-c2ccccc2)cc1	14	-1.1	-4	-1	1	9	/	-5	-4	2
Cc1ccc(S(=O)(=O)Nc2cccc3c2O[C@H](CN(C)Cc2ccc(-c4ccccc4)cc2)[C@@H](C)CN([C@H](C)CO)C3=O)cc1	21	-1.2	-5	9	-9	-11	/	-8	-2	-4
CCOC(=O)Cc1csc(NC(=O)COc2ccc(N(C)S(=O)(=O)c3ccc(C)cc3)cc2)n1	-1	-0.1	-7	?	-72	-8	0	-5	-5	0
CCOC(=O)CNC(=O)C1CCC(CNS(=O)(=O)c2cccc3nsnc23)CC1 (centres undefined)	-2	-1.9	-13	-1	1	13	-2	-1	3	1
Cc1cc(C)cc(NC(=O)COc2coc(CN3CCc4ccccc43)cc2=O)c1	25	0.5	9	8	-8	5	1	2	-5	-1
COC(=O)C1(C(F)(F)F)N=C(N(C)C)OC(N(C)C)=N1	-8	-0.9	-5	5	-5	-13	-2	0	-4	-3
CCOC(=O)C1(CCOC)CCN(Cc2ccc(C3CCCCO3)s2)CC1 (centres undefined)	-4	-0.2	3	-7	7	-13	42	-6	1	-7
CCCCc1cc(=O)oc2cc(C)cc(OCC(=O)NCc3cccnc3)c12	1	-0.6	-15	16	-16	-6	-2	-2	-1	5
O=C(Nc1ccccn1)C1CCN(c2ncnc3c2nc2n3CCCCC2)CC1	24	-0.1	-3	5	-5	14	-3	3	-2	-5
O=C(CSc1ccc(-c2ccc(F)cc2)nn1)Nc1ccc2c(c1)OCCO2	5	0.3	-1	-8	8	-12	0	-3	-9	-1
NC(=O)c1ccc(NC(=O)c2cccc(Oc3ccccc3)c2)cc1	4	0.5	-3	-4	4	-9	1	-1	-1	-17
Cc1cc(OCC(=O)NNC(=S)NC(=O)c2ccc(Br)o2)ccc1Cl	0	-1.1	1	5	-5	-20	-1	-1	7	-2

In a second layout: two of the compounds above.
Second line of a record – Arr AP2 block | C-LANA FP | PKA-R2B act | SR-BI HDL uptake | SR-BI uptake up | PvdQ inh | NSD2 HMT inh | Keap1-Nrf2 PPI | DAGLB inhibitor | Cardiac RTF inh
O=C(Nc1ccccn1)C1CCN(c2ncnc3c2nc2n3CCCCC2)CC1
    24 | -0.1 | -3 | 5 | -5 | 14 | -3 | 3 | -2 | -5
O=C(CSc1ccc(-c2ccc(F)cc2)nn1)Nc1ccc2c(c1)OCCO2
    5 | 0.3 | -1 | -8 | 8 | -12 | 0 | -3 | -9 | -1
